Bioassay records from PubChem BioAssay.
DAGLB inhibitor – diacylglycerol lipase beta (human) inhibition; AID 504411; 340,000 tested, 0.059% active; Q8NCG7; inhibition, % at 5.17 µM; HEK293T DAGLB membrane lysate, EnzChek fluorogenic substrate; in the data active = inhibition above about 34%;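 also: 0% = enzyme with vehicle and 100% = wells lacking enzyme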
C-LANA FP – inhibitors of KSHV LANA C-terminal domain DNA binding; MBP-C-LANA/FAM-LBS DNA binding, fluorescence polarization; inhibition, % at 9 µM; 340,000 tested, 0.078% active; AID 504423;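 active = highest replicate inhibition at or above 60% at 9 µM, even if other replicates fall short; inactive = all replicates below 60% inhibition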;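 also: 0% = neutral control wells and 100% = 4 µM acridine orange control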
PKA-R2B activ – PKA-R2B complex activation. P22694+P31323. PKA-R2B holoenzyme dissociation, Cy5-IP20 fluorescence polarization; R2B truncated from residue 108, S112A mutant; 0% DMSO only, 100% 113 µM cGMP. activation, % at 11.4 µM. 340,000 tested, 0.079% active. AID 504700;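 active = activation above a cutoff set at the mean over all compounds plus 3 SD, cut at about 18% in these data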;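 also: higher means more holoenzyme dissociation and a rise in polarization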
Target sequence (P31323 whole entry, looked up, other chains not shown, the tested form may be a part): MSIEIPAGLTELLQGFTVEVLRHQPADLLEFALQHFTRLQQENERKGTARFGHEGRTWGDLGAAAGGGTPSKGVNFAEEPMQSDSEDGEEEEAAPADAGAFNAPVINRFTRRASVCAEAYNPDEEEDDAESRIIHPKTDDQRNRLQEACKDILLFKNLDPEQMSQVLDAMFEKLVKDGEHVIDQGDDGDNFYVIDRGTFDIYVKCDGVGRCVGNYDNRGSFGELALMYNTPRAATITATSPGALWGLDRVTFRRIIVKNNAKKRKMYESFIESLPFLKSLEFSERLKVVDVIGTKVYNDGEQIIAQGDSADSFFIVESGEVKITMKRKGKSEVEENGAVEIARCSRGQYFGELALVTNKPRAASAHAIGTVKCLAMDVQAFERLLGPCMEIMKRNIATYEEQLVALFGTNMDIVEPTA
Rtt109 HAT inh – inhibitors of Candida albicans Rtt109/Vps75 histone acetyltransferase. inhibition, % at 34.9 µM. purified Rtt109/Vps75, ThioGlo CoA-SH fluorescence, 4 h. Q5AAJ8. 330,000 tested, 0.16% active;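 active = inhibition of at least 50% in every replicate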
RTF Ca sens inh – cardiac RTF calcium desensitization; 340,000 tested, 0.12% active; P19429+P45379; IANBD-labeled cardiac RTF, Ca2+ fluorescence; inhibition, % at 7.15 µM;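 active = inhibition above the mean inhibition of all tested compounds plus 3 SD, cut at about 17% in these data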;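 also: assay run at fixed EC70 calcium of 1.6 mM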
CAL PDZ FP-1 – blocks peptide binding to the human CAL PDZ domain. Q9HD26. purified CAL PDZ, TMR-peptide fluorescence polarization, 1 h. inhibition, % at 24.9 µM. 300,000 tested, 0.92% active. AID 602252;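 active = mean inhibition of at least 30% with at least half of replicates also reaching 30%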;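 also: 0% = DMSO neutral control and 100% = excess unlabeled competitor peptide PRC23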
RTF Ca sens act – cardiac RTF calcium sensitization. IANBD-labeled TnC RTF fluorescence at EC20 calcium; 0% EC20 calcium, 100% full calcium. activation, % at 7.2 µM. 340,000 tested, 0.24% active;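 active = activation above the mean over all tested compounds plus 3 SD, cut at about 30% in these data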;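 also: rise in fluorescence read as greater calcium sensitivity of cardiac thin filaments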
CAL PDZ FP-2 – blocks peptide binding to human CAL PDZ domain; purified CAL PDZ, TMR-peptide fluorescence polarization, 1 h; inhibition, % at 20 µM; 330,000 tested, 0.02% active; AID 504414;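 active = highest replicate inhibition of at least 40%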;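 also: plate controls were DMSO neutral control wells for no effect and unlabeled competitor peptide control wells for full effect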
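Assay system – tagged CAL PDZ protein CerCALP, purified · Timing – 1 h at RT · Compound – single point, 20 µM · Measured by – fluorescence polarization from S- and P-plane intensities, G-factor corrected · Evaluation – inhibition from polarization loss · Probe or stimulus – TMR reporter peptide T*-PRC34 · Buffer or medium – pH 7.4 phosphate-saline buffer, reducing agent, detergent, IgG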
SR-BI uptake up – enhances SR-BI lipid uptake from DiI-HDL | 320,000 tested, 0.096% active | activation, % at 12.5 µM | CHO ldlA[mSR-BI] cells, DiI-HDL uptake fluorescence, 3 h; 100 = double the neutral-control signal;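 active = mean replicate activation of at least 60% and every replicate at or above 60%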;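 also: 0% = median plate neutral-control signal and 100% = twice that signal; values of inactives mirror those of a sister screen read the other way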
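Material: SR-BI-overexpressing, LDLR-lacking CHO cells | Dosing: Single compound concentration, delivered by pin transfer | Probe or stimulus: Labelled HDL, 10 µg/mL | Signal: Bottom-read cell fluorescence after medium removal, ex 550/em 595 nm | Schedule: 3 h, 37 °C | Evaluation: HDL uptake via cellular fluorescence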
Keap1-Nrf2 PPI – inhibitors of human Keap1-Nrf2 protein-protein interaction | AID 504523 | Q14145 | Keap1 Kelch-Nrf2 peptide fluorescence polarization, 1536-well | inhibition, % at 9.4 µM | 340,000 tested, 0.15% active; in the data active = inhibition above about 12%;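 also: human Keap1 Kelch domain with fluorescein labeled Nrf2 9mer peptide probe; 0% = neutral control wells and 100% = peptide positive control; higher means more block of Keap1 binding to Nrf2 peptide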
Target sequence (Q14145 whole entry, looked up, the tested form may be a part): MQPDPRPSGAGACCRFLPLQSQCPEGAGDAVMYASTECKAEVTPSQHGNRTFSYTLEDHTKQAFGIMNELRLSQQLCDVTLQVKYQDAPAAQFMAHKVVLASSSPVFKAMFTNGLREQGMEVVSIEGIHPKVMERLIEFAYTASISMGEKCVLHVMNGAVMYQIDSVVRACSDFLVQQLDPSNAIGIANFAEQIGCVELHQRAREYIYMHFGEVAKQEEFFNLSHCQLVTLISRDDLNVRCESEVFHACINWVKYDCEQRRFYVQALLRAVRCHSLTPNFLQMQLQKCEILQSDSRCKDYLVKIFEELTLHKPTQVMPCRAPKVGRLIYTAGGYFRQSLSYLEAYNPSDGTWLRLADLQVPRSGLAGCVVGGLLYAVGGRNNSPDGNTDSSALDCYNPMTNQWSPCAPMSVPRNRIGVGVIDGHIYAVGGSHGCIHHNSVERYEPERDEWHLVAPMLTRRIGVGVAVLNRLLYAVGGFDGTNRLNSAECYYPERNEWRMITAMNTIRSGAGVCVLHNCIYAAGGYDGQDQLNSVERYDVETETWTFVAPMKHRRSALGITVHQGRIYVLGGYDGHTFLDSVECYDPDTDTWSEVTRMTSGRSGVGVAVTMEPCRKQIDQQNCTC
Numbers without * were called inactive.

Screening COC(=O)c1cc(C(=O)OC)cc(N2C(=O)CC(NNC(=O)c3ccccc3Br)C2=O)c1 (stereo not drawn) returned DAGLB inhibitor 3, C-LANA FP 2.1, PKA-R2B activ -1, Rtt109 HAT inh 11, RTF Ca sens inh 1, RTF Ca sens act 5, CAL PDZ FP-2 -2.7, SR-BI uptake up -8 and Keap1-Nrf2 PPI -5.
Cc1ccccc1NC(=O)Cc1nc(COC(=O)c2cc([N+](=O)[O-])ccc2NCCO)cs1 was read as DAGLB inhibitor -3, C-LANA FP -0.3, PKA-R2B activ 7, Rtt109 HAT inh -9, RTF Ca sens inh 4, CAL PDZ FP-1 22, RTF Ca sens act -6, CAL PDZ FP-2 -0.6, SR-BI uptake up -9 and Keap1-Nrf2 PPI 0.
COc1cc(C(=O)NC(c2ccccc2)c2ccccc2)cc(OC)c1C was read as DAGLB inhibitor -3, C-LANA FP -1.1, PKA-R2B activ -4, Rtt109 HAT inh 1, RTF Ca sens inh 10, CAL PDZ FP-1 -2, RTF Ca sens act -4, CAL PDZ FP-2 0.0, SR-BI uptake up -4 and Keap1-Nrf2 PPI -1.
Screening COc1ccc(-c2cc(=O)c3c(O)c(OC)c(O)cc3o2)cc1 returned DAGLB inhibitor 1, C-LANA FP 2.0, PKA-R2B activ -6, Rtt109 HAT inh 8, RTF Ca sens inh -5, CAL PDZ FP-1 6, RTF Ca sens act 0, CAL PDZ FP-2 0.9, SR-BI uptake up 0 and Keap1-Nrf2 PPI -5.
`CC(/C=C/c1ccco1)=N\NC(=O)CNc1ccc2ccccc2c1` gave DAGLB inhibitor 3, C-LANA FP -0.8, PKA-R2B activ -8, RTF Ca sens inh 9, CAL PDZ FP-1 -3, RTF Ca sens act -6, CAL PDZ FP-2 0.3, SR-BI uptake up -5 and Keap1-Nrf2 PPI -4.
COc1ccc(N2CCN(CCNC(=O)Nc3cccc(C)c3C)CC2)cc1 was read as DAGLB inhibitor -3, C-LANA FP 1.8, PKA-R2B activ -11, Rtt109 HAT inh 4, RTF Ca sens inh -3, CAL PDZ FP-1 -2, RTF Ca sens act 5, CAL PDZ FP-2 0.3, SR-BI uptake up -15 and Keap1-Nrf2 PPI -4.
`CCSc1nc(=O)n(-c2ccccc2)c(C)c1C(C)=O` gave DAGLB inhibitor -3, C-LANA FP -1.7, PKA-R2B activ 2, Rtt109 HAT inh 0, RTF Ca sens inh -7, CAL PDZ FP-1 -8, RTF Ca sens act -6, SR-BI uptake up 9 and Keap1-Nrf2 PPI 7.
`CC(NC(=O)c1ccccc1[N+](=O)[O-])C1CC2CCC1C2` (stereo not drawn) gave DAGLB inhibitor -1, C-LANA FP -5.5, PKA-R2B activ 11, Rtt109 HAT inh -5, RTF Ca sens inh 7, CAL PDZ FP-1 -1, RTF Ca sens act -3, CAL PDZ FP-2 -0.6, SR-BI uptake up 9 and Keap1-Nrf2 PPI 4.
For COc1ccc(CNC(=O)C2CCCN2S(=O)(=O)c2ccc(C)cc2)cc1 (stereo not drawn) the results were DAGLB inhibitor 2, C-LANA FP -0.7, PKA-R2B activ 4, Rtt109 HAT inh 0, RTF Ca sens inh -1, CAL PDZ FP-1 -2, RTF Ca sens act -4, CAL PDZ FP-2 -0.6, SR-BI uptake up 14 and Keap1-Nrf2 PPI 2.
CCn1c2ccccc2c2cc(NC(=O)N3CCOCC3)ccc21 was read as DAGLB inhibitor 2, C-LANA FP 0.2, PKA-R2B activ 4, Rtt109 HAT inh 3, RTF Ca sens inh -4, CAL PDZ FP-1 -1, RTF Ca sens act 4, CAL PDZ FP-2 0.6, SR-BI uptake up -56 and Keap1-Nrf2 PPI -8.

Brought forward from above: 2 entries, followed by the next part.
For COc1ccc(CNC(=O)C2CCCN2S(=O)(=O)c2ccc(C)cc2)cc1 (stereo not drawn) the results were DAGLB inhibitor 2, C-LANA FP -0.7, PKA-R2B activ 4, Rtt109 HAT inh 0, RTF Ca sens inh -1, CAL PDZ FP-1 -2, RTF Ca sens act -4, CAL PDZ FP-2 -0.6, SR-BI uptake up 14 and Keap1-Nrf2 PPI 2.
CCn1c2ccccc2c2cc(NC(=O)N3CCOCC3)ccc21 was read as DAGLB inhibitor 2, C-LANA FP 0.2, PKA-R2B activ 4, Rtt109 HAT inh 3, RTF Ca sens inh -4, CAL PDZ FP-1 -1, RTF Ca sens act 4, CAL PDZ FP-2 0.6, SR-BI uptake up -56 and Keap1-Nrf2 PPI -8.
Screening O=C(Cn1c(=O)oc2cc(S(=O)(=O)N3CCOCC3)ccc21)N1CCc2ccccc2C1 returned DAGLB inhibitor 0, C-LANA FP 0.5, PKA-R2B activ 1, Rtt109 HAT inh -5, RTF Ca sens inh -5, RTF Ca sens act 4, CAL PDZ FP-2 0.4, SR-BI uptake up -7 and Keap1-Nrf2 PPI 1.
Screening O=C(Cn1c(C(F)(F)F)nc2ccccc21)N/N=C/c1ccco1 returned DAGLB inhibitor 1, C-LANA FP 0.5, PKA-R2B activ 0, Rtt109 HAT inh -3, RTF Ca sens inh -5, CAL PDZ FP-1 -4, RTF Ca sens act 5, CAL PDZ FP-2 -2.1, SR-BI uptake up 8 and Keap1-Nrf2 PPI -3.
Screening COc1ccccc1CNS(=O)(=O)c1ccc(-n2cnnn2)c(OC)c1 returned DAGLB inhibitor -1, C-LANA FP -0.2, PKA-R2B activ 2, Rtt109 HAT inh 1, RTF Ca sens inh -10, CAL PDZ FP-1 -4, RTF Ca sens act -8, CAL PDZ FP-2 -0.2, SR-BI uptake up 2 and Keap1-Nrf2 PPI 3.
Screening COc1ccc(N2C(=O)CC(NNC(=O)c3cc(C)oc3C)C2=O)cc1 (stereo not drawn) returned DAGLB inhibitor 0, C-LANA FP 0.4, PKA-R2B activ 7, Rtt109 HAT inh -1, RTF Ca sens inh -2, CAL PDZ FP-1 3, RTF Ca sens act -1, CAL PDZ FP-2 -2.8, SR-BI uptake up 16 and Keap1-Nrf2 PPI -3.
For COC(=O)c1cc(-c2ccc(S(=O)(=O)N3CCCC3)cc2)c(C(F)(F)F)s1 the results were DAGLB inhibitor -8, C-LANA FP 1.3, PKA-R2B activ -5, Rtt109 HAT inh -1, RTF Ca sens inh -5, CAL PDZ FP-1 -4, RTF Ca sens act 3, CAL PDZ FP-2 -0.7, SR-BI uptake up -60 and Keap1-Nrf2 PPI 5.
Screening CN1CCN(CCn2c(=S)[nH]c3ccccc3c2=O)CC1 returned DAGLB inhibitor 3, C-LANA FP -2.1, PKA-R2B activ -2, Rtt109 HAT inh 0, RTF Ca sens inh -9, CAL PDZ FP-1 3, RTF Ca sens act -3, CAL PDZ FP-2 0.4, SR-BI uptake up 14 and Keap1-Nrf2 PPI 2.
`O=C(O)c1cccnc1Sc1ncnc2sc3c(c12)CCC3` gave DAGLB inhibitor 0, C-LANA FP 0.9, PKA-R2B activ 0, Rtt109 HAT inh -2, RTF Ca sens inh 5, CAL PDZ FP-1 -5, RTF Ca sens act 0, CAL PDZ FP-2 -0.5, SR-BI uptake up 10 and Keap1-Nrf2 PPI 0.
`O=C(CN1CCN(c2ccccn2)CC1)Nc1cccc(F)c1` gave DAGLB inhibitor -3, C-LANA FP 0.3, PKA-R2B activ 6, Rtt109 HAT inh 1, RTF Ca sens inh 0, CAL PDZ FP-1 -3, RTF Ca sens act 6, SR-BI uptake up 17 and Keap1-Nrf2 PPI 6.
`CCN1C(=O)CC2(C[N+]3(C)CCC2CC3)C1=O` (stereo not drawn) gave DAGLB inhibitor -3, C-LANA FP 0.4, PKA-R2B activ -6, Rtt109 HAT inh 4, RTF Ca sens inh -12, CAL PDZ FP-1 4, RTF Ca sens act 2, CAL PDZ FP-2 -1.2, SR-BI uptake up -3 and Keap1-Nrf2 PPI 0.
Screening Cc1cc(C(=O)NCc2ccco2)cs1 returned DAGLB inhibitor -2, C-LANA FP 0.1, PKA-R2B activ -12, Rtt109 HAT inh 4, RTF Ca sens inh 4, CAL PDZ FP-1 -9, RTF Ca sens act -1, CAL PDZ FP-2 0.1, SR-BI uptake up 14 and Keap1-Nrf2 PPI 0.
CC(/C=C/c1ccccc1)=N/NC(=O)CNC(=O)c1ccc2c(c1)OCO2 was read as DAGLB inhibitor -2, C-LANA FP 0.4, PKA-R2B activ -4, Rtt109 HAT inh 2, RTF Ca sens inh 7, CAL PDZ FP-1 -5, RTF Ca sens act -4, CAL PDZ FP-2 0.9, SR-BI uptake up 15 and Keap1-Nrf2 PPI 5.
`CC1CCCN(c2nc3c(c(=O)[nH]c(=O)n3C)n2Cc2ccccc2Cl)C1` (stereo not drawn) gave DAGLB inhibitor 9, C-LANA FP 0.1, PKA-R2B activ -3, Rtt109 HAT inh 8, RTF Ca sens inh -5, RTF Ca sens act -1, CAL PDZ FP-2 -1.4, SR-BI uptake up 9 and Keap1-Nrf2 PPI -3.
`COc1cc(OC)cc(-c2c(-c3cccs3)c3cc(-c4cccc5[nH]ccc45)ccc3n2C)c1` gave DAGLB inhibitor -3, C-LANA FP -2.4, PKA-R2B activ 5, Rtt109 HAT inh 0, RTF Ca sens inh -6, CAL PDZ FP-1 -1, RTF Ca sens act -6, CAL PDZ FP-2 0.7, SR-BI uptake up -44 and Keap1-Nrf2 PPI -5.
`C=C1CSc2nc(=O)c3c4c(sc3n21)CCCC4` gave DAGLB inhibitor 0, C-LANA FP -1.0, PKA-R2B activ -4, Rtt109 HAT inh -1, RTF Ca sens inh -3, CAL PDZ FP-1 -5, RTF Ca sens act 5, CAL PDZ FP-2 -1.6, SR-BI uptake up 5 and Keap1-Nrf2 PPI -6.
CC(C)NC(=O)COCc1cc(-c2ccc3c(c2)OCO3)on1 was read as DAGLB inhibitor -1, C-LANA FP -2.0, PKA-R2B activ 0, Rtt109 HAT inh 1, RTF Ca sens inh -2, CAL PDZ FP-1 -3, RTF Ca sens act -3, CAL PDZ FP-2 0.1, SR-BI uptake up 12 and Keap1-Nrf2 PPI -7.
Screening Oc1ccc2ccccc2c1N=Nc1nccs1 returned DAGLB inhibitor 30, C-LANA FP 1.4, PKA-R2B activ 1, Rtt109 HAT inh 2, RTF Ca sens inh 0, CAL PDZ FP-1 -9, RTF Ca sens act -7, SR-BI uptake up -1 and Keap1-Nrf2 PPI 1.
`CCOc1ccc(NC(=O)COc2ccc(S(=O)(=O)N3CCOCC3)cc2)cc1` gave DAGLB inhibitor -2, C-LANA FP -0.5, PKA-R2B activ 0, Rtt109 HAT inh 7, RTF Ca sens inh -6, CAL PDZ FP-1 -4, RTF Ca sens act -7, CAL PDZ FP-2 1.0, SR-BI uptake up -2 and Keap1-Nrf2 PPI 0.
Screening COc1cc2c(cc1OC)C(c1ccccc1)N(C(=O)c1cccc(S(C)(=O)=O)c1)CC2 (stereo not drawn) returned DAGLB inhibitor 0, C-LANA FP 1.7, PKA-R2B activ -4, Rtt109 HAT inh 5, RTF Ca sens inh 6, RTF Ca sens act 1, CAL PDZ FP-2 -0.8 and Keap1-Nrf2 PPI -1.
